Screening results deposited in PubChem by National Center for Advancing Translational Sciences (NCATS).
Eya2 inh = qHTS Assay for Inhibitors of the Phosphatase Activity of Eya2; Protein phosphatase EYA2 (Homo sapiens), O00167; recombinant Eya2, OMFP fluorescence dephosphorylation (OMFP is methylfluorescein phosphate); Potency, µM (top dose mostly 76.9 µM), inactives show at the top dose activity, negative = inhibition, hits mostly inhibitors; 0.006% of 330,000 active; AID 488837, 2010; further: potency means the concentration at half of the fitted maximal effect; on the % scale 0 is the no-effect control and ±100 the full control effect
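Eya2 (0.2 uM) preincubated 10 min at ambient with compound, then OMFP substrate added at 50 uM; 10 min reaction in 50 mM HEPES pH 7.5, 50 mM NaCl, 5 uM MgCl2, 0.05% BSA, 1 mM DTT. Fluorescence read at Ex 485/Em 525 nm.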
S-ASM inh = Inhibitors of Secretory Acid Sphingomyelinase (S-ASM): qHTS; placental ASM, HMU-PC fluorogenic substrate, 60 min; Potency, µM (highest dose often 57.5 µM), for inactives: top-dose activity change, negative = inhibition, actives largely listed as inhibitors; 0.006% of 340,000 active; AID 504937, 2011; further: potency means the concentration at half of the fitted maximal effect
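qHTS format. ASM enzyme prepared from human placenta hydrolyses the fluorogenic substrate HMU-PC0 (9 uM final) over 60 min at 37 °C after a 10 min compound preincubation.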
TSG101-PTAP inh = qHTS Assay for Iinhibitors of HIV-1 Budding by Blocking the Interaction of PTAP/TSG101 | Tumor susceptibility gene 101 protein (Homo sapiens), Q99816 | AID 493005, 2010 | Fluorescence polarization, FITC-PTAP peptide / Tsg101 binding | Potency, µM (titrated, usually from 115 µM), for the others: at the top dose activity change, negative = inhibition, hits mostly inhibitors | 340,000 tested, under 10 active; active means well fitted inhibition curve with a large enough effect in the main read-out, with a control signal flat, not every such curve was filed as active; inconclusive means small, poorly fitted or top-dose-only effect, or effect the other way, or a change in a side signal; inactive means no such curve, though single readings can be large or run the other way; further: potency means the concentration at half of the fitted maximal effect; % of control where 0% means no effect
Target sequence (Q99816 whole entry, looked up): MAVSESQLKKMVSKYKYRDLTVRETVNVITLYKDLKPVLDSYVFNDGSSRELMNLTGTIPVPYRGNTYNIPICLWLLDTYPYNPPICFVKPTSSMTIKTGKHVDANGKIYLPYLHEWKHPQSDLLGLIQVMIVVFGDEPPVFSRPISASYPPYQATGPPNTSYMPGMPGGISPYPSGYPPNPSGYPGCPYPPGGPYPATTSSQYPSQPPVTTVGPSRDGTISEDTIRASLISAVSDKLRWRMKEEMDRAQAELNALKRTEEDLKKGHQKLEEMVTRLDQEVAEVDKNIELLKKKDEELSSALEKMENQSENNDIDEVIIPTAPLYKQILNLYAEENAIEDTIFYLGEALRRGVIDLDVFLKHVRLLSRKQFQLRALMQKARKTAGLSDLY
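Tsg101 binding domain (10 uM final) was mixed with compound and a FITC-labeled PTAP peptide (50 nM final) in HEPES pH 7.5 buffer with NaCl, Tween 20, EDTA and TCEP; fluorescence polarization was read after 20 min at r.t.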
Chronic BCR inh = qHTS Assay to Find Inhibitors of Chronic Active B-Cell Receptor Signaling; ABC-DLBCL IkBa-CBG/CBR reporter, luminescence ratio, 4 h; Potency, µM (top dose mostly 46.1 µM), for the others: at the top dose ratio change, negative = lower green/red ratio, usual class: inhibitors; 0.05% of 340,000 active; AID 493014, 2011; active means well fitted inhibition curve with a large enough effect in the signal ratio, with a control signal flat, not every such curve was filed as active; inconclusive means small, poorly fitted or top-dose-only effect, or effect the other way, or a change in a side signal; the % refers to the signal ratio;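 further: potency means the concentration at half of the fitted maximal effect; plate controls were basal doxycycline-induced cells for no effect and cells given 10 µM MG132 for full effect; MG132 reads +100%, hits lower the ratio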
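TMD8 ABC-DLBCL cells carrying doxycycline-inducible green luciferase fused to IkappaBalpha plus unfused red luciferase were exposed to compounds (up to 46 uM) for 4 hrs at 37C. Activity came from the overlap-corrected green/red luminescence ratio.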
Mito fusion yeast = qHTS Assay for Small Molecule Inhibitors of Mitochondrial Division or Activators of Mitochondrial Fusion. 0.23% of 320,000 active. Potency, µM (doses to about 46.1 µM), for inactives: top-dose growth rescue (activation), most hits filed as activators. S. cerevisiae fusion-defective mutant growth rescue, CellTiterGlo 48 h;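 further: potency means the concentration at half of the fitted maximal effect; % of control where 0% means no effect; nearly all actives have a fitted effect of over 45% in size; temperature-sensitive fusion mutants such as fzo1-1 at 37 °C on non-fermentable ethanol glycerol medium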
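Yeast fusion mutant, YPEG (non-fermentable carbon), compound, 48 h at 37C non-permissive; CellTiterGlo added, 10 min RT, luminescence read. Rescued growth = division inhibition.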
AT treatment = qHTS Assay for Identifying a Potential Treatment of Ataxia-Telangiectasia; […] A-T fibroblasts, KAP-1 phosphorylation AlphaLISA; neocarzinostatin DNA damage 30 min before lysis; Potency, µM (titrated, usually from 57.5 µM), for the others: at the top dose activation, actives largely listed as activators; 0.19% of 320,000 active; AID 485349, 2010; further: potency means the concentration at half of the fitted maximal effect; % of control where 0% means no effect; nearly all actives have a fitted effect of over 45% in size
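ATM-like activity read as KAP-1 phosphorylation via AlphaLISA donor/acceptor antibody pairs after lysis and 6 hr at 25C. Cells were ATM-null patient fibroblasts ([…], hTERT), dosed 60 min, then exposed to the DSB inducer NCS for 30 min.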
Integrin act MD = qHTS for Activators of Integrin-Mediated Alleviation for Muscular Dystrophy; alpha7betagal myoblasts, beta-gal FDG fluorescence, 48 h; Potency, µM (doses to about 38.3 µM), for the others: at the highest dose activation, hits mostly activators; 0.064% of 350,000 active; AID 624291, 2012;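 further: potency means the concentration at half of the fitted maximal effect; 100% = response of the positive control SU9516; nearly all actives have a fitted effect of over 60% in size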
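Alpha7betagal+/- myoblasts (passage 13) were plated 16-24 hr, then exposed to compounds (1:260 dilution of DMSO stock) for 48 hours at 37C. After MPER lysis, β-galactosidase reporter activity was read as FDG fluorescence (ex 480/em 540) after 30 minutes.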
TCR act = Activators of T cell receptors: qHTS campaign; Potency, µM (series often up to 9.22 µM), without a hit: at the top dose activation of IL-2 secretion, most hits filed as activators; AID 504894, 2011; 330,000 tested, under 10 active; primary human leukocytes, anti-CD3, IL-2 HTRF, 48 h; further: % of control where 0% means no effect
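Primary human leukocytes were stimulated with a-CD3 beads plus compounds for 48 hr without co-stimulation; secreted IL-2 was quantified by HTRF using a-IL-2-K (europium cryptate) and a-IL-2-d2, excited at 320nm with acceptor emission read at 665nm.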
TSHR antag = Antagonists of the Thyroid Stimulating Hormone Receptor: HTS campaign | TSHR-expressing cells, TSH-stimulated cAMP HTRF, 2 h; stronger effect = lower value | activity change, negative = inhibition, % at 11.5 µM | 0.2% of 330,000 active | AID 504810, 2011;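 active means activity change below a set negative limit, meaning inhibition stronger than a set level, cut at about -70% in these data; inconclusive means activity change between two set negative limits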; further: on the % scale 0 is the no-effect control and ±100 the full control effect
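Inhibition of cAMP made by TSHR-expressing cells under TSH stimulation (4nM final, EC80; 2 h, 37 deg C) is quantified with a one-step lysis HTRF kit, anti-cAMP cryptate versus cAMP-d2.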
Tb PFK inh = qHTS Assay to Find Inhibitors of T. brucei phosphofructokinase | T. brucei PFK, ADP-Glo luminescence | ATP-dependent 6-phosphofructokinase (Trypanosoma brucei brucei), O15648 | Potency, µM (highest dose often 57.5 µM), inactives show at the top dose activity, negative = inhibition, most hits filed as inhibitors | 0.17% of 330,000 active | AID 485367, 2010;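 further: potency means the concentration at half of the fitted maximal effect; 0% = uninhibited 1x PFK enzyme wells and -100% = no-enzyme wells; nearly all actives have a fitted effect of over 60% in size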
Target sequence (O15648 whole entry, looked up): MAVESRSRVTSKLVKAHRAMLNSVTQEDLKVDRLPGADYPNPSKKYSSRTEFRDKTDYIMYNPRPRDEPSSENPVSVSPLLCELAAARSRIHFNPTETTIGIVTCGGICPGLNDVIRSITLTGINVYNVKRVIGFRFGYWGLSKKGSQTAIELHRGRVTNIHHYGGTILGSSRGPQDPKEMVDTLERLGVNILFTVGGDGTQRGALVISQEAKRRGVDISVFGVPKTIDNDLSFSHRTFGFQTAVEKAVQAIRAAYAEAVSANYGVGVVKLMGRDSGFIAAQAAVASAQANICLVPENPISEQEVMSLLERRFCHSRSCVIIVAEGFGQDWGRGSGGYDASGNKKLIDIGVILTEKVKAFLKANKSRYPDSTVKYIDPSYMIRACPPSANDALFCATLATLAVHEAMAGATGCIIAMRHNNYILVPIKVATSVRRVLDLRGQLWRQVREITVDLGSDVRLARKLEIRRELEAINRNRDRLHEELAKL
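ADP-Glo luminescence quantified ADP after 45 min at room temperature, with 1.25 nM T. brucei PFK, 0.1 mM ATP and 0.5 mM fructose-6-phosphate in pH 8.0 TEA buffer. qHTS titrations up to 57 µM; curves classified by quality.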
ELG1 repair inh = qHTS screen for small molecules that inhibit ELG1-dependent DNA repair in human embryonic kidney (HEK293T) cells expressing luciferase-tagged ELG1 | HEK293T ELG1-luciferase reporter, luminescence, 16 h; DNA damage induced by 5-fluorouridine | Potency, µM (titrated, usually from 46.1 µM), for the others: top-dose activity change, negative = inhibition, actives largely listed as inhibitors | 2.3% of 330,000 active | AID 504467, 2011; further: potency means the concentration at half of the fitted maximal effect; on the % scale 0 is the no-effect control and ±100 the full control effect; nearly all actives have a fitted effect of over 55% in size
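HEK293T cells expressing luciferase-tagged ELG1 (2,000/well) received 5-Fluorouridine plus compound or DMSO for 16 hr at 37 °C. Luciferase was read by ONE-Glo luminescence after 30 min at room temperature.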
Starred values were filed as active, the others as inactive; [ ] = another dose, or the depositor's remark. Unless noted, the call rests on the fitted dose curve; in most records, active means well fitted curve in the direction sought with a large enough effect; inconclusive means small, poorly fitted or top-dose-only effect, or another doubt; inactive means no such curve, though single readings can be large; an effect the other way counts as inactive or inconclusive.

Screening CC(C)c1ccc(NC(=O)CSc2ncccc2C(=O)Oc2cccc([N+](=O)[O-])c2)cc1 returned Eya2 inh -22%, S-ASM inh 1%, TSG101-PTAP inh 5%, Chronic BCR inh 14%, Mito fusion yeast 7%, AT treatment 3%, Integrin act MD -42%, TCR act -20%[46.1 µM], TSHR antag -2, Tb PFK inh -19% and ELG1 repair inh inconclusive.
COc1cc2nc(NC(=O)c3ccc(F)cc3Cl)sc(=O)c2cc1OC was read as Eya2 inh -7%, S-ASM inh -17%, TSG101-PTAP inh 3%, Chronic BCR inh 0%, Mito fusion yeast 6%, AT treatment -9%, Integrin act MD -13%, TCR act -2%, TSHR antag -11, Tb PFK inh 1% and ELG1 repair inh 18%.
`Clc1nc(Cl)nc(N(c2ccccc2)c2ccccc2)n1` gave Eya2 inh -1%, S-ASM inh 3%, TSG101-PTAP inh -1%, Chronic BCR inh 1%, Mito fusion yeast -7%, AT treatment -1%, Integrin act MD 4%, TCR act 1%[46.1 µM], TSHR antag 6, Tb PFK inh 2% and ELG1 repair inh 5%.
Screening COc1ccc(OC)c(C2C3=C(CC(C)(C)CC3=O)Nc3nnnn32)c1 (centres undefined) returned Eya2 inh -3%, S-ASM inh 15%, TSG101-PTAP inh -3%, Chronic BCR inh 2%, Mito fusion yeast -2%, AT treatment 0%, Integrin act MD 24%, TCR act -3%[46.1 µM], TSHR antag 14, Tb PFK inh 0% and ELG1 repair inh 17%.
For O=C(CSc1nc2ccccc2o1)N1CCCC1 the results were Eya2 inh 0%[15.4 µM], S-ASM inh 4%, TSG101-PTAP inh -2%, Chronic BCR inh 3%, Mito fusion yeast 0%, AT treatment 0%, Integrin act MD 10%, TCR act 0%, TSHR antag -4, Tb PFK inh -6% and ELG1 repair inh inconclusive.
For Oc1ccc(-c2n[nH]c(=S)n2-c2ccc3c(c2)OCCO3)cc1 the results were Eya2 inh 2%, S-ASM inh 2%, TSG101-PTAP inh 4%, Chronic BCR inh -1%, Mito fusion yeast -2%, AT treatment 1%, Integrin act MD 22%, TCR act -6%[46.1 µM], TSHR antag 6, Tb PFK inh -15% and ELG1 repair inh inconclusive.
Screening COC(=O)c1cc(Nc2cc(C)c3ccc(O)cc3n2)cc(C(=O)OC)c1 returned Eya2 inh -3%, S-ASM inh 68%, TSG101-PTAP inh -7%, Chronic BCR inh 19%, Mito fusion yeast 2%, AT treatment 7%, Integrin act MD -39%, TCR act 1%, TSHR antag 2, Tb PFK inh 1% and ELG1 repair inh inconclusive.
Screening CCN(Cc1ccccc1)S(=O)(=O)c1cc(C(=O)NC(C)C2CC3CCC2C3)ccc1OC (centres undefined) returned Eya2 inh -11%, S-ASM inh 0%, TSG101-PTAP inh -1%, Chronic BCR inh -1%, Mito fusion yeast 10%, AT treatment 9%, Integrin act MD -43%, TCR act 5%[46.1 µM], TSHR antag -21, Tb PFK inh 1% and ELG1 repair inh 6.5µM*.
C=C(C)Cn1c(N2CC(C)CC(C)C2)nc2c1c(=O)[nH]c(=O)n2C (centres undefined) was read as Eya2 inh 4%, S-ASM inh -3%, TSG101-PTAP inh -6%, Chronic BCR inh inconclusive, Mito fusion yeast 25µM*, AT treatment 0%, Integrin act MD -6%, TCR act 2%, TSHR antag -4, Tb PFK inh 4% and ELG1 repair inh -9%.
CCC(=O)Nc1nnc(C)s1 was read as Eya2 inh -7%, S-ASM inh 2%, TSG101-PTAP inh -4%, Chronic BCR inh -1%, Mito fusion yeast -3%, AT treatment 0%, Integrin act MD 28%, TCR act 2%[46.1 µM], TSHR antag -3, Tb PFK inh -1% and ELG1 repair inh 5%.
`COCc1cc(C)nc(SCC(=O)Nc2ccc3c(c2)n(C)c(=O)n3C)c1C#N` gave Eya2 inh 10%, S-ASM inh -2%, TSG101-PTAP inh -1%, Chronic BCR inh 0%, Mito fusion yeast 1%, AT treatment 3%, Integrin act MD -19%, TCR act -3%, TSHR antag 7, Tb PFK inh -4% and ELG1 repair inh inconclusive.
CC(C(=O)O)n1cnc2sc3c(c2c1=O)CCCC3 (centres undefined) was read as Eya2 inh -5%, S-ASM inh 4%, TSG101-PTAP inh -7%, Chronic BCR inh -1%, Mito fusion yeast -2%, AT treatment 0%, Integrin act MD -10%, TSHR antag -6, Tb PFK inh 1% and ELG1 repair inh -1%.
CCOCCn1c(CN2CCN(c3cccc(Cl)c3)CC2)nc2c1c(=O)n(C)c(=O)n2C was read as Eya2 inh 2%, S-ASM inh 10%, TSG101-PTAP inh 0%, Chronic BCR inh -10%, Mito fusion yeast 7%, AT treatment -8%, Integrin act MD -15%, TCR act -6%, TSHR antag -5, Tb PFK inh -1% and ELG1 repair inh inconclusive.
For N#C/C(=C\c1ccccc1O)C(=O)Nc1cccnc1 the results were Eya2 inh -6%, S-ASM inh -1%, TSG101-PTAP inh -6%, Chronic BCR inh inconclusive, Mito fusion yeast -5%, AT treatment 4%, Integrin act MD 1%, TCR act -1%, TSHR antag 18, Tb PFK inh -26% and ELG1 repair inh inconclusive.
`Cc1ccc(C(=O)NCC(=O)OCC(=O)Nc2cc(C)c(C)cc2[N+](=O)[O-])cc1` gave Eya2 inh 10%, S-ASM inh -12%, TSG101-PTAP inh -5%, Chronic BCR inh 4%, Mito fusion yeast 5%, AT treatment -6%, Integrin act MD 16%, TCR act 6%[46.1 µM], TSHR antag 7, Tb PFK inh 3% and ELG1 repair inh 15%.
`Cc1cccc(OC(C)C(=O)Nc2nccs2)c1` (centres undefined) gave Eya2 inh -1%, S-ASM inh 6%, TSG101-PTAP inh 0%, Chronic BCR inh 1%, Mito fusion yeast -4%, AT treatment -2%, Integrin act MD inconclusive, TCR act -4%, TSHR antag -2, Tb PFK inh 0% and ELG1 repair inh 4%.
Screening CCN1CCN(C(=O)CSc2cc(=O)n(CC)c3ccccc23)CC1 returned Eya2 inh 12%, S-ASM inh -1%, TSG101-PTAP inh -6%, Chronic BCR inh inconclusive, Mito fusion yeast -2%, AT treatment 4%, Integrin act MD 22%, TCR act 6%, TSHR antag 0, Tb PFK inh 3% and ELG1 repair inh inconclusive.
O=C(Nc1ccc(NS(=O)(=O)c2ccc([N+](=O)[O-])cc2)cc1)c1ccco1 was read as Eya2 inh 9%, S-ASM inh -5%, TSG101-PTAP inh -2%, Chronic BCR inh 8%, Mito fusion yeast 2%, AT treatment 2%, Integrin act MD -5%, TCR act -2%, TSHR antag -11, Tb PFK inh -3% and ELG1 repair inh 0%.
Screening COc1ccc2oc(C(=O)OCC(=O)N3CCCC3=O)c(C)c2c1 returned Eya2 inh -6%, TSG101-PTAP inh -1%, Chronic BCR inh inconclusive, Mito fusion yeast -5%, AT treatment 1%, Integrin act MD 32%, TCR act 0%, TSHR antag 0, Tb PFK inh 7% and ELG1 repair inh inconclusive.
`CC(=O)NC12CC3CC(C1)CC(C(=O)N1CCN(S(=O)(=O)c4ccccc4[N+](=O)[O-])CC1)(C3)C2` gave Eya2 inh -1%, S-ASM inh -2%, TSG101-PTAP inh -4%, Chronic BCR inh 2%, Mito fusion yeast -6%, AT treatment 2%, Integrin act MD -6%, TCR act 11%, TSHR antag -4, Tb PFK inh -4% and ELG1 repair inh 1%.

No enrichment for hits; 3.2% or so of the library scored in one or more.
